Assay outcomes as filed in PubChem.
UTI89 phage lysis: inhibition of K1F phage lysis, E. coli UTI89, bacterial capsule biogenesis inhibitors, alamar blue (AID 488966) | one-dose inhibition, % at 100 µM; IC50 in µM for titrated hits | E. coli UTI89 K1F phage lysis, alamar blue, 2 h; higher % means a stronger effect | hit rate 0.02% among 340,000;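 active = phage lysis inhibition, versus mean bacterial control, above a set limit; inconclusive = no clear call, values can overlap the other calls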;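 also: capsule biogenesis inhibitors block K1F phage lysis so surviving cells raise fluorescence; higher fluorescence means more inhibition of phage lysis; actives were called in the ten point dose series up to 300 µM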
NS5 inhibitors: flavivirus cap methylation enzyme inhibition – biochemical, confirmation dose response, primary screen (AID 588689). Dengue-2 NS5 methyltransferase capping enzyme assay, biochemical; higher % means a stronger effect. one-dose inhibition, % at 25 µM; IC50 in µM for titrated hits. hit rate 0.3% among 340,000; in the data active = a potency from the dose series; inconclusive = inhibition above about 29% without an active follow-up result
Yfh1-depleted yeast: enhancers of respiration in Yfh1-depleted yeast, dose response, Friedreich's ataxia, plus single-dose screen (AID 1465); one-dose fold induction at 50 µM; EC50 in µM for titrated hits; hit rate 0.074% among 220,000; S. cerevisiae Yfh1-off respiration, WST-1 reduction, 72 h; higher fold induction means a stronger effect;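 active = fold induction of absorbance versus untreated yeast above a set limit, then at least 30% activation at any dose in follow-up; inconclusive = repeats straddling the limit, or above it without dose testing; inactive = fold induction below the set limit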;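 also: activators that raise dye reduction in frataxin-depleted yeast; strong numbers were not always called active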
RSV antiviral HEp-2: RSV antiviral activity via CPE protection, HEp-2 cells, primary 10 µM value included (AID 2391); HEp-2 cells, RSV-induced CPE inhibition; higher % means a stronger effect; one-dose CPE inhibition, % at 10 µM; IC50 in µM for titrated hits; hit rate 0.13% among 310,000; in the data active = a potency from the dose series; inconclusive = CPE inhibition mostly from about 23% at the one dose, without a potency; inactive = the rest, 99 in 100 with CPE inhibition below about 21%; also: strong numbers were not always called active
WT yeast gro inh: growth inhibition of WT yeast, mitochondrial fusion screen. mitochondrial fusion phenotypic screen, WT strain. inhibition, % at 10 µM. hit rate 2.1% among 190,000. AID 1362; in the data active = inhibition above about 58%; tested in S. cerevisiae
West Nile antiviral: West Nile virus antiviral activity, cell-based, CPE readout (AID 1621); West Nile virus-infected cells, CPE inhibition; higher % means a stronger effect; one-dose CPE inhibition, % at 10 µM; IC50 in µM for titrated hits; hit rate 0.02% among 290,000; in the data active = a potency from the dose series; inconclusive = CPE inhibition mostly from about 3.7% at the one dose, without a potency; inactive = the rest, 99 in 100 with CPE inhibition below about 2.2%; also: strong numbers were not always called active
Large T inhibition: TAg ATPase/helicase activity blockers – biochemical (AID 1903); SV40 large T antigen ATPase/helicase inhibition assay; higher % means a stronger effect; one-dose inhibition, % at 20 µM; IC50 in µM for titrated hits; hit rate 0.39% among 310,000; in the data active = a potency from the dose series; inconclusive = inhibition mostly from about 32% at the one dose, without a potency; inactive = the rest, 99 in 100 with inhibition below about 32%; also: strong numbers were not always called active
CSM14.1 death rescue: protection against thapsigargin-triggered cell killing – 384-well, CSM14.1, ATP luminescence, primary screen (AID 1222); 190,000 tested, under 10 active; CSM14.1 thapsigargin-induced death rescue, ATP luminescence; higher % means a stronger effect; cellular ATP content (survival), % at 20 µM; hits with a dose series show EC50 in µM;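 active = EC50 below 50 µM in the dose-response confirmation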;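 also: death triggered by thapsigargin at about 15 µM added after 2 h compound pretreatment; cell ATP read after overnight thapsigargin exposure of roughly 18 to 22 hours; normalized against plate controls of thapsigargin alone and 5% DMSO vehicle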
XIAP antagonists: XIAP antagonists, biochemical, IAP family, fluorescence polarization (AID 1018); XIAP BIR domain, fluorescence polarization peptide displacement; higher % means a stronger effect; displacement, % at 20 µM; hits with a dose series show IC50 in µM; hit rate 0.007% among 200,000; in the data active = displacement above about 50%; also: a part of the inactive calls stands beside numbers as strong as those of hits
WT yeast gro inh mutant strain: recorded beside WT yeast gro inh, whose call it bears; inhibition, %; mitochondrial fusion phenotypic screen, mutant strain inhibition
NS5 inhibitors pilot replicate: also measured in NS5 inhibitors; calls as there; inhibition, %; measured here: pilot screen replicate inhibition
Active calls of the source: *; [ ] = another dose, or the depositor's remark.

For COCCNC(=S)Nc1ccc2nc(N3CCN(C)CC3)cc(C)c2c1 the results were UTI89 phage lysis 0.3%, NS5 inhibitors -9%, RSV antiviral HEp-2 -0.8%, West Nile antiviral 0.2% and Large T inhibition 3%.
CCCN(c1ccc(C(=O)OC)cc1)S(=O)(=O)c1ccccc1 was read as UTI89 phage lysis 0.0%, NS5 inhibitors -2%, Yfh1-depleted yeast inactive, RSV antiviral HEp-2 2.4%, WT yeast gro inh -2, West Nile antiviral 0.3%, Large T inhibition 9%, CSM14.1 death rescue 2.0%, XIAP antagonists -4.8% and WT yeast gro inh mutant strain -4.
For CCOc1ccccc1NC(=O)c1cccc(NC(=O)C2CCCC2)c1 the results were UTI89 phage lysis 0.1%, NS5 inhibitors -1%, RSV antiviral HEp-2 inconclusive, West Nile antiviral -1.3% and Large T inhibition 11%.
Screening Cc1ccc(CN2CCN(Cc3ccc(OCCO)cc3)CC2CCO)o1 (stereo unspecified) returned UTI89 phage lysis 0.1%, NS5 inhibitors 1%, Yfh1-depleted yeast inactive, RSV antiviral HEp-2 -0.7%, WT yeast gro inh -6, West Nile antiviral -0.1%, Large T inhibition 8%, CSM14.1 death rescue 0.1%, XIAP antagonists -9.8% and WT yeast gro inh mutant strain -2.
C1=CCC(/C=N/n2cnnc2)CC1 (stereo unspecified) was read as UTI89 phage lysis 2.6%, NS5 inhibitors -2%, Yfh1-depleted yeast inactive, RSV antiviral HEp-2 1.5%, WT yeast gro inh 9, West Nile antiviral 0.2%, Large T inhibition -1%, CSM14.1 death rescue 0.0%, XIAP antagonists -3.1% and WT yeast gro inh mutant strain -23.
O=C(Nc1cccnc1)c1sc(Nc2ccccc2)nc1-c1ccccc1 was read as UTI89 phage lysis 0.7%[50 µM], NS5 inhibitors -4%, Yfh1-depleted yeast inactive, RSV antiviral HEp-2 2.5%, WT yeast gro inh -9, West Nile antiviral -0.4%, Large T inhibition 13%, CSM14.1 death rescue -1.0%, XIAP antagonists 0.5% and WT yeast gro inh mutant strain -5.
`O=C(c1cccc(F)c1)N1CCN(Cc2ccc3c(c2)OCO3)CC1` gave UTI89 phage lysis 0.1%, NS5 inhibitors 5%, RSV antiviral HEp-2 0.5%, West Nile antiviral -0.9% and Large T inhibition 5%.
`Nc1ncnc2c1ncn2[C@@H]1O[C@H](COP(=O)(O)O)[C@@H](O)[C@H]1O` gave UTI89 phage lysis 1.4%, NS5 inhibitors -6%, RSV antiviral HEp-2 0.1%, West Nile antiviral -0.2% and Large T inhibition 14%.
`C/C(=N\Nc1ccc(Cl)c(C(=O)O)c1)c1ccc(Br)s1` gave UTI89 phage lysis -0.1%, NS5 inhibitors 21%, RSV antiviral HEp-2 0.3%, West Nile antiviral -0.1% and Large T inhibition 22%.
`COc1ccc(C(=O)COc2ccccc2C(N)=O)cc1` gave UTI89 phage lysis 0.1%, NS5 inhibitors -5%, Yfh1-depleted yeast inactive, RSV antiviral HEp-2 1.8%, WT yeast gro inh -13, West Nile antiviral -0.2%, Large T inhibition 7%, CSM14.1 death rescue -0.6%, XIAP antagonists -6.5% and WT yeast gro inh mutant strain 2.
`O=C(CCCC(=O)Nc1ccccc1Br)N/N=C/c1c(F)cccc1Cl` gave UTI89 phage lysis -1.7%, NS5 inhibitors -1%, RSV antiviral HEp-2 10%, West Nile antiviral 0.4% and Large T inhibition 10%.
Screening Cc1cc(N(C)/N=C/c2ccccc2)nc(-c2ccccc2O)n1 returned UTI89 phage lysis 0.3%, NS5 inhibitors -9%, Yfh1-depleted yeast inactive, RSV antiviral HEp-2 inconclusive, WT yeast gro inh 20, West Nile antiviral -0.1%, Large T inhibition 4%, CSM14.1 death rescue -1.7%, XIAP antagonists 2.9% and WT yeast gro inh mutant strain 9.
O=C(O)c1ccc(NC(=O)c2cc3ccccc3o2)cc1 was read as UTI89 phage lysis 0.4%, NS5 inhibitors 4%, RSV antiviral HEp-2 0.2%, West Nile antiviral -0.6% and Large T inhibition 9%.
Screening Cc1cc(NC(=O)c2ccc([N+](=O)[O-])cc2)n(CCC#N)n1 returned UTI89 phage lysis -0.2%, NS5 inhibitors -5%, RSV antiviral HEp-2 1.5%, West Nile antiviral -0.3% and Large T inhibition 4%.
Screening COc1cc(C(=O)NCCC(=O)NCCCN2CCCCC2)cc(OC)c1OC returned UTI89 phage lysis 0.3%, NS5 inhibitors -3%, Yfh1-depleted yeast inactive, RSV antiviral HEp-2 0.6%, WT yeast gro inh 13, West Nile antiviral 0.3%, Large T inhibition 16%, CSM14.1 death rescue -2.1%, XIAP antagonists 0.0% and WT yeast gro inh mutant strain 5.
O=C(/C=C\c1ccc2c(c1)OCO2)CC1(O)C(=O)Nc2ccccc21 (stereo unspecified) was read as UTI89 phage lysis 0.1%, NS5 inhibitors -13%, Yfh1-depleted yeast inactive, RSV antiviral HEp-2 -0.6%, West Nile antiviral -0.1% and Large T inhibition 11%.
For COCCOC(=O)C1=C(C)N=C2SCCC(=O)N2C1c1cccc(Br)c1 (stereo unspecified) the results were UTI89 phage lysis 0.2%, NS5 inhibitors -7%, Yfh1-depleted yeast inactive, RSV antiviral HEp-2 -0.8%, WT yeast gro inh 11, West Nile antiviral 0.4%, Large T inhibition 8%, CSM14.1 death rescue 1.7%, XIAP antagonists -1.9%, WT yeast gro inh mutant strain 24 and NS5 inhibitors pilot replicate -7.5.
Screening Cc1ccc(C(=O)Nc2ccc(Br)cc2)cc1S(=O)(=O)Nc1ccccn1 returned UTI89 phage lysis 0.3%[50 µM], NS5 inhibitors -3%, Yfh1-depleted yeast inactive, RSV antiviral HEp-2 0.3%, WT yeast gro inh 3, West Nile antiviral 0.2%, Large T inhibition 20%, CSM14.1 death rescue -3.6%, XIAP antagonists -4.8% and WT yeast gro inh mutant strain -6.
`COc1ccc(C(C)=O)cc1CSc1nnc(Nc2ccc(C)cc2)s1` gave UTI89 phage lysis -0.2%[50 µM], NS5 inhibitors 1%, Yfh1-depleted yeast inactive, RSV antiviral HEp-2 15%, WT yeast gro inh 6, West Nile antiviral -1.6%, Large T inhibition -13%, CSM14.1 death rescue 3.5%, XIAP antagonists -7.2% and WT yeast gro inh mutant strain 2.
COc1cc(OC)cc(-c2cc3nc(C)cc(N4CCN(C(=O)c5ccco5)CC4)n3n2)c1 was read as RSV antiviral HEp-2 4.0%, WT yeast gro inh 9, Large T inhibition 7%, CSM14.1 death rescue 2.8%, XIAP antagonists 1.0% and WT yeast gro inh mutant strain 8.
Screening Clc1ccc(-n2nnnc2-c2cnc(-c3ccncc3)nc2-c2cccs2)cc1 returned UTI89 phage lysis 0.7%, NS5 inhibitors -5%, Yfh1-depleted yeast inactive, RSV antiviral HEp-2 3.9%, WT yeast gro inh 38, West Nile antiviral 2.4%, Large T inhibition 7%, CSM14.1 death rescue 5.9%, XIAP antagonists -0.5% and WT yeast gro inh mutant strain 13.
For Nc1ccccc1N1CCN(C(=O)c2ccccc2)CC1 the results were UTI89 phage lysis -0.4%, NS5 inhibitors 2%, Yfh1-depleted yeast inactive, RSV antiviral HEp-2 1.3%, WT yeast gro inh -2, West Nile antiviral 0.4%, Large T inhibition 7%, CSM14.1 death rescue -2.4%, XIAP antagonists 0.9% and WT yeast gro inh mutant strain 1.
COc1cc([C@@H]2CC=C(C(=O)O)[C@H](c3ccccc3F)N2S(=O)(=O)c2ccc(C)cc2)cc(OC)c1OC was read as UTI89 phage lysis 2.2%, NS5 inhibitors -4%, RSV antiviral HEp-2 3.6% and Large T inhibition 11%.
`Cc1cccc(NC(=O)CCn2c(=O)oc3ccccc32)c1` gave UTI89 phage lysis 1.5%, NS5 inhibitors 1%, RSV antiviral HEp-2 2.8%, West Nile antiviral 0.1% and Large T inhibition 7%.
For CCOc1ccccc1C(=O)NCCCN1CCN(CCCNC(=O)c2ccccc2OCC)CC1 the results were UTI89 phage lysis 0.2%, NS5 inhibitors -4%, Yfh1-depleted yeast inactive, RSV antiviral HEp-2 -1.0%, WT yeast gro inh 6, West Nile antiviral -0.9%, Large T inhibition -4%, CSM14.1 death rescue -1.9%, XIAP antagonists -1.6%, WT yeast gro inh mutant strain 5 and NS5 inhibitors pilot replicate -6.4.
CC(=O)c1ccc(NC(=O)Cc2cccs2)cc1 was read as UTI89 phage lysis 1.6%, NS5 inhibitors -3%, RSV antiviral HEp-2 0.9%, West Nile antiviral -0.7% and Large T inhibition 3%.
Screening O=c1cc(O)n(-c2ccc(F)cc2)c(=S)[nH]1 returned UTI89 phage lysis 0.0%[50 µM], NS5 inhibitors -9%, Yfh1-depleted yeast inactive, RSV antiviral HEp-2 -0.4%, WT yeast gro inh -8, West Nile antiviral 0.1%, Large T inhibition 5%, CSM14.1 death rescue -0.4%, XIAP antagonists -1.6% and WT yeast gro inh mutant strain 10.
`Cc1ccc(C(=O)O)cc1NCc1ccncc1` gave UTI89 phage lysis 1.1%, NS5 inhibitors 0%, RSV antiviral HEp-2 -0.1%, West Nile antiviral 0.2% and Large T inhibition 4%.
Screening N#Cc1nc(-c2cccc(Cl)c2)oc1N1CCC(C(N)=O)CC1 returned UTI89 phage lysis -0.5%[50 µM], NS5 inhibitors -5%, RSV antiviral HEp-2 0.9%, West Nile antiviral -0.6% and Large T inhibition 6%.
Cc1ccc(-c2nc(CS(=O)(=O)CC(=O)NC3CCC(C)CC3)c(C)o2)cc1 (stereo unspecified) was read as UTI89 phage lysis -0.1%, NS5 inhibitors 1%, RSV antiviral HEp-2 9.0%, West Nile antiviral -0.2% and Large T inhibition 15%.
`CSCC[C@H](NC(=O)c1cc2c([nH]c3ccccc32)c(-c2ccccc2)n1)C(=O)O` gave UTI89 phage lysis -0.3%, NS5 inhibitors 3%, RSV antiviral HEp-2 0.3%, West Nile antiviral -0.3% and Large T inhibition 9%.
`CNC(=O)c1sc(Nc2ccc(OCc3ccccc3)cc2)nc1C` gave UTI89 phage lysis -0.7%, NS5 inhibitors -4%, RSV antiviral HEp-2 1.8%, West Nile antiviral -0.6% and Large T inhibition 4%.
For O=C(NCCNC(=O)c1cnccn1)c1cccc(Cl)c1 the results were UTI89 phage lysis 0.4%, NS5 inhibitors 1%, RSV antiviral HEp-2 0.9%, West Nile antiviral 0.4% and Large T inhibition -19%.
CC1CCN(CCCNC(=O)c2ccc3c(Cl)c4c(nc3c2)CCCC4)CC1 was read as UTI89 phage lysis -0.2%, NS5 inhibitors 1%, Yfh1-depleted yeast inactive, RSV antiviral HEp-2 6.0%, West Nile antiviral 2.9% and Large T inhibition 17%.
